From PubChem
All columns: NCI-60 one-dose screen, growth in % after 48 h at 10 µM unless noted; 100 = growth as untreated, 0 = no growth, -100 = all killed.
HOP-62 – HOP-62 NSCLC; 80,000 tested, 3.9% active; AID 1794735
M14 – M14 melanoma; 80,000 tested, 6.2% active
RPMI-8226 – RPMI-8226 leukemia cells. AID 1794781. 77,000 tested, 7.5% active
CCRF-CEM – CCRF-CEM leukemia; 77,000 tested, 7% active
MDA-MB-435 – MDA-MB-435 melanoma; 82,000 tested, 7.8% active; AID 1794794
HOP-92 – HOP-92 NSCLC cells | 71,000 tested, 6.3% active | AID 1794738
A549/ATCC – A549/ATCC NSCLC; AID 1794740; 81,000 tested, 3.7% active
EKVX – EKVX NSCLC | 71,000 tested, 3% active | AID 1794765
* marks the source's active call; other numbers are inactive results; / = not tested or not shown; & = joins results of further samples. The calls were made as follows: active = growth percent below 10; inactive = the rest.

compound | HOP-62 | M14 | RPMI-8226 | CCRF-CEM | MDA-MB-435 | HOP-92 | A549/ATCC | EKVX
CCCCCC(O)C1C(=O)OC(C)C(O)/C=C/C=C/C=C/C=C/C=C(\C)C(O)CC(O)CC(O)CC(O)CC(O)CC(O)CC1O (stereo not drawn) | 101 | 100 | 108 | 114 | 105 | 90 | 99 | 102
Cn1c(-c2ccc(Br)cc2)cc(=O)c2ccccc21 | 98 | 105 | 91 | 97 | 104 | 85 | 83 | 100
C=C(C)[C@@H]1CC[C@]2(C#N)CC[C@]3(C)[C@H](CC[C@@H]4[C@@]5(C)CCC(=O)NC(C)(C)[C@@H]5CC[C@]43C)[C@@H]12 | 99 | 100 | 91 | 93 | 105 | 79 | 83 | 101
CCCCC[C@H]1C/C=C2/C(=O)C=C[C@@H]2C/C=C\CCCC(=O)O[C@@H](CCCCC)C/C=C2/C(=O)C=C[C@@H]2C/C=C\CCCC(=O)O1 | -74* | -83* | -30* | -3.8* | -79* | -69* | -43* | -68*
CCCCCCCCCCCCCCCCCC(=O)OCC1(COC(=O)CCCCCCCCCCCCCCCCC)COC(CCCCCCCCCCCCCCCCC)=N1 | 86 | 96 | 108 | / | 105 | 74 | 101 | /
O=C1c2ccccc2C(=O)N1OCCCBr | 105 | 108 | 94 | 90 | 101 | 77 | 99 | /
CCCC(=O)Nc1ccc2c(c1)CN1C(=O)c3ccccc3C1=N2 | 104 | 113 | 106 | 100 | 106 | 95 | 90 | 108
O=S(=O)(Nc1cccc2[nH]cnc12)c1ccc(F)c(Cl)c1 | / | 97 | 66 | 81 | 96 | 42 | 87 | /
Nc1nonc1-n1nnc(C(=O)N2CCCC2)c1-c1ccccc1 | 88 | 121 | 99 | 93 | 100 | 105 | 98 | 102
COc1cccc(/C(C)=N/NC(=O)CSc2nc3ccccc3c(=O)n2CCc2ccc(S(N)(=O)=O)cc2)c1 | 35 | 27 | 4.8* | 22 | 38 | / | 16 | 97
COc1cc(-c2c(C#N)c(N)n3c(nc4ccccc43)c2C#N)cc(Br)c1OC | 75 | 76 | 36 | 20 | 63 | -21* | 4.7* | /
COCOc1cc2c(=O)c(C)c(C(=O)N[C@@H](Cc3ccccc3)C(=O)C(=O)NCCc3ccc(OC)cc3)oc2cc1OC | 97 | 117 | 98 | 104 | 106 | 89 | 98 | 95
CCCCCCCCCCN | 92 | 91 | 109 | 99 | 92 | 88 | / | 93
COc1ccc(C[n+]2cc([O-])on2)cc1 | 106 | 106 | 126 | 132 | 97 | 101 | 99 | 94
CCCCCCCC/C=C\CCCCCCCCOc1ccc(CC(=O)NCC[N+]2(C)CCOCC2)cc1 | 31 | 81 | 67 | 53 | 89 | 66 | 89 | 91
CCCCCCCN(CCCCCCC)C(=N)c1ccc(OC)c2ccccc12 | -86* | -86* | -49* | -43* | -99* | -87* | -84* | -22*
CC(=O)N1c2ccnn2CC1c1ccccc1 (stereo not drawn) | 105 | 104 | 115 | 110 | 102 | 111 | 92 | 105
CC(=O)NCNC(C)=O | 108 | 111 | 97 | 93 | 107 | 150 | 97 | /
COc1cc(C2CC(c3cc(OC)c(OC)c(OC)c3)=NN2c2ccccc2)ccc1OCc1ccc(C)cc1 (stereo not drawn) | 100 | 98 | 102 | 106 | 97 | 111 | 102 | 94
CC(O)CNC(=O)C(C)(C)O (stereo not drawn) | 96 | 112 | 108 | 84 | 115 | / | 107 | 123
CCOC(=O)C(=O)Nc1cccc(NC(=O)C(=O)OCC)n1 | 106 | 112 | 96 | 91 | 107 | 94 | 104 | 96
CCCCOC(=O)C12CCCCC1O2 (stereo not drawn) | 111 | 104 | 100 | / | 98 | 107 | 95 | 104
Cc1ccc(C(C)C)cc1NC(=O)Nc1ccc([N+](=O)[O-])cc1 | -0.1* | 22 | -62* | -15* | 11 | / | 10.0* | 16
COc1ccc2oc3c(ccc[n+]3C)c(=O)c2c1 | 80 | 102 | 104 | 110 | 105 | 95 | 84 | 93
O=C(COc1cccc2[nH]ccc12)Nc1ccc2c(c1)OCO2 | 98 | 99 | 100 | 105 | 98 | 91 | 102 | 93
O=C1Nc2ccccc2C1O (stereo not drawn) | 102 | 107 | 111 | 105 | 101 | 110 | 99 | 98
CCOC(=O)/C=C1\S/C(=N\Nc2cc(=O)[nH]c3ccc(C)cc23)N(Cc2ccccc2)C1=O | 93 | 96 | 103 | 103 | 106 | 89 | 93 | 103
CC1Cc2c(ncnc2-n2cnc3ccccc32)N(C)c2ccc(O)cc21 (stereo not drawn) | 78 | 98 | / | 93 | 68 | 70 | 86 | 91
CC1=C(O)C(=O)C=C1 | 111 | 109 | 103 | 93 | 106 | 92 | 107 | 107
COc1ccc(CN2C(=O)/C(=C/c3nc(CO)cs3)SC2=S)cc1 | 104 | 86 | 18 | 61 | 90 | 63 | 96 | 100
O=c1c2ccccc2nc(N/N=C/c2ccc(N3CCOCC3)cc2)n1-c1ccccc1 | 100 | / | 116 | / | 104 | 81 | 107 | 105
NC(N)=NC(N)=Nc1ccc(Cc2ccc(N=C(N)N=C(N)N)cc2)cc1 | 73 | 99 | 104 | 107 | 105 | 88 | 78 | 94
N#CC1=C(c2ccccc2)Nc2c(c(-c3ccccc3)nn2-c2ccccc2)C12C(=O)N(Cc1ccccc1)c1ccccc12 (stereo not drawn) | 42 | 98 | 90 | 88 | 99 | 97 | 109 | 97
O=C(CSc1nnc2n1N=C(c1ccc([N+](=O)[O-])cc1)CS2)c1ccc([N+](=O)[O-])cc1 | 96 | 105 | 113 | 99 | 106 | 87 | 91 | 107
O=C(O)C(=Cc1ccco1)C(=O)O | 100 | 105 | 101 | 101 | 107 | 100 | 100 | 103
C1CCC(NC2=NCCO2)CC1 | 104 | 107 | 107 | 98 | 112 | / | 102 | 101
COc1cc2cc(C(=O)Nc3ccccc3)c(N)nc2cc1OC | 48 | -67* | -21* | -22* | -84* | -11* | 15 | /
CC(C)c1ccc(C(=O)OC(=O)c2ccc(C(C)C)cc2)cc1 | 86 | 94 | 83 | 67 | 97 | 88 | 103 | 100
CCn1c(SC/C(=N/O)c2ccc(Br)cc2)nnc1-c1ccncc1 | 110 | 102 | 98 | 109 | 103 | 103 | 105 | 105
COc1ccc(NC(=O)CSc2nc(C)c(C(C)=O)n2-c2ccc(Cl)cc2)cc1 | 88 | 97 | 97 | 108 | 89 | 106 | 97 | 96
CCOc1cc(C(=O)O)ccc1O | 94 | 102 | 97 | 102 | 119 | 78 | 94 | 118
CCN1C(=O)N(CC)C2NN3C(=O)C4(CN(C)CC45C(=O)N(C)c4ccccc45)SC3=NC21 (stereo not drawn) | 98 | 94 | 91 | 96 | 96 | 92 | 83 | 94
COc1cc(Cl)cc(-c2nn(C(=O)NS(=O)(=O)c3ccc(Cl)cc3)cc2-c2ccncc2)c1 | 59 | 73 | 77 | 88 | 88 | 27 | 65 | 60
CCCNC(=O)OCC | 101 | 107 | 104 | / | 95 | / | 91 | /
CCOc1ccc(N=Nc2ccc(N)cc2N)cc1 | 108 | 108 | 74 | 61 | 110 | 75 | 96 | 90
CC(=O)NNC(=O)c1ccc(C(=O)O)cc1 | 105 | 99 | 82 | 75 | 117 | 82 | 96 | 108
Cc1cccc[n+]1[O-] | 85 | 110 | 124 | 117 | 109 | / | / | 104
CCOc1nc(-c2ccccc2)cc2c(O)c(C(=O)N/N=C/c3ccncc3)[nH]c(=O)c12 | 76 | 86 | 70 | 60 | 96 | 60 | 82 | 101
CCN1CNC(=O)NC1 | / | 106 | 104 | 93 | 101 | 88 | 101 | 103
Nc1c(Cl)cc2c(c1Br)Cc1ccccc1-2 | 93 | 114 | 112 | 105 | 113 | 90 | 104 | 60

(further entries)
compound | HOP-62 | M14 | RPMI-8226 | CCRF-CEM | MDA-MB-435 | HOP-92 | A549/ATCC | EKVX
Cc1cc(Br)c(C)cc1Br | 99 | 100 | 103 | 94 | 100 | 91 | / | /
CCOC(=O)C(C#N)(CC)CC | 107 | 100 | 114 | 110 | 104 | / | 110 | /
O=C(/C=C/C=C/c1ccccc1)N1c2ccccc2CC1c1c[nH]c2ccccc12 (stereo not drawn) | 68 | 84 | 64 | 84 | 90 | 73 | 69 | 79
O=C(OCC(Cl)(Cl)Cl)c1cc([N+](=O)[O-])cc([N+](=O)[O-])c1 | 72 | 93 | 94 | 99 | 106 | 89 | 88 | 100
COc1ccc2c(c1)sc1nc3nc4n(c(=N)c3c(=N)n12)-c1ccccc1Sc1ccccc1-4 | 115 | 103 | 74 | 97 | 107 | 67 | 80 | 55
COc1cc(OC)c2c(=O)cc(-c3cccnc3)oc2c1 | 93 | 102 | 90 | 85 | 97 | 79 | 95 | 74
c1ccc(CSc2nnc(NC3CCCCC3)s2)cc1 | 102 | 105 | 89 | 91 | 109 | / | 112 | /
CCc1c(C)c2ccc(O)c(-c3cc(-c4ccc(N(C)C)cc4)n(-c4ccccc4)n3)c2oc1=O | 101 | 103 | 106 | 100 | 103 | 111 | 98 | 101
CCOCCOCCOCCOCCOCCOCCOCCOCCOCCO (tested in a mixture with another compound) | 24 | 11 | -33* | -40* | 19 | / | 14 | 13
CC(c1ccc(N)cc1)(c1c[nH]c2ccccc12)c1c[nH]c2ccccc12 | 89 | 96 | 76 | 90 | 88 | 107 | 75 | 79
CCC(=O)Oc1ccc(/C(=C(/C)Cc2ccc(OC)cc2)c2ccc(OCCCN(C)C)cc2)cc1 | 103 | 105 | 109 | 129 | 104 | 110 | 108 | 103
COc1cc2c(cc1OC)C1=NN(C(=O)Nc3ccc(Br)cc3)C(c3ccncc3)C1C2 (stereo not drawn) | 91 | 118 | 87 | 98 | 100 | 104 | 98 | 97
CCN(CC)CCOC(=O)Nc1cc(C(F)(F)F)ccc1Cl | 104 | 99 | 114 | 108 | 105 | 85 | 109 | 100
CC(C)OC(=O)c1ccc2n1CCc1cnc(NC3CCCCC3)nc1-2 | / | 88 | 87 | 85 | 96 | 109 | 105 | 98
COc1cc2cc(Oc3cccc(NC(=O)Nc4cc(C(F)(F)F)cc(C(F)(F)F)c4)c3)c(C)nc2cc1OC | -54* | 9.0* | 1.1* | 0.2* | -2.6* | -25* | 5.9* | 2.9*
CCCCn1c(=O)c(/C=C/c2cc(/C=C/c3cc4cc(C)ccc4n(CCCC)c3=O)[nH]n2)cc2cc(C)ccc21 | 103 | / | / | 99 | 112 | 116 | 107 | 100
COc1ccc(NC(=S)N/N=C(\C)c2cc3ccccc3oc2=O)cc1 | 85 | 89 | 94 | 94 | 95 | 92 | 103 | 95
C=C1C(=O)O[C@H]2[C@H]1CC/C(COC(=O)c1ccc3ccccc3c1)=C\CC[C@@]1(C)O[C@@H]21 | -29* | -59* | -39* | -23* | -74* | -73* | -53* | -75*
Cc1ccc2nc(Cl)c(-c3nc4ccccc4[nH]3)cc2c1 | 104 | 99 | 96 | 91 | 104 | 74 | 99 | 74
C=C(CN(C)C)C(=O)O | 110 | 118 | 93 | 93 | 120 | 75 | 102 | 104
CCOc1ccc2nc(C)cc(Nc3ccc(N(C)C)cc3)c2c1 | 86 | 106 | 63 | 82 | 101 | 57 | 82 | /
CCCCN(CCCC)CC(O)c1cc2ccccc2c2cc(Br)ccc12 (stereo not drawn) | 75 | 87 | 65 | 76 | 94 | / | 82 | 91
CN(C)c1ccc(/C=C/c2c(F)cccc2Cl)cn1 | 70&62 | 86&83 | 77&96 | 88&98 | 96&103 | 70&71 | 90&84 | 46&49
CCOc1ccccc1NC(=O)c1cc(-c2ccccc2)n(-c2ccc(S(C)(=O)=O)cc2)n1 | 95 | 99 | 88 | 94 | 110 | 82 | 93 | 91
CCNC(=O)Oc1ccc(/C(=C(/CC)Cc2ccccc2)c2ccc(OCCCN(C)C)cc2)cc1 | 88 | 99 | 87 | 96 | 94 | 83 | 91 | 90
CN(C)c1ccc(/C=C/c2sc3ccc4ccccc4c3[n+]2C)cc1 | -73* | -76* | -27* | -8.9* | -35* | / | -14* | -14*

Compounds above with an NH in an aromatic ring, in the order listed:
compound | HOP-62 | M14 | RPMI-8226 | CCRF-CEM | MDA-MB-435 | HOP-92 | A549/ATCC | EKVX
O=S(=O)(Nc1cccc2[nH]cnc12)c1ccc(F)c(Cl)c1 | / | 97 | 66 | 81 | 96 | 42 | 87 | /
O=C(COc1cccc2[nH]ccc12)Nc1ccc2c(c1)OCO2 | 98 | 99 | 100 | 105 | 98 | 91 | 102 | 93
CCOC(=O)/C=C1\S/C(=N\Nc2cc(=O)[nH]c3ccc(C)cc23)N(Cc2ccccc2)C1=O | 93 | 96 | 103 | 103 | 106 | 89 | 93 | 103
CCOc1nc(-c2ccccc2)cc2c(O)c(C(=O)N/N=C/c3ccncc3)[nH]c(=O)c12 | 76 | 86 | 70 | 60 | 96 | 60 | 82 | 101
O=C(/C=C/C=C/c1ccccc1)N1c2ccccc2CC1c1c[nH]c2ccccc12 (stereo not drawn) | 68 | 84 | 64 | 84 | 90 | 73 | 69 | 79
CC(c1ccc(N)cc1)(c1c[nH]c2ccccc12)c1c[nH]c2ccccc12 | 89 | 96 | 76 | 90 | 88 | 107 | 75 | 79
CCCCn1c(=O)c(/C=C/c2cc(/C=C/c3cc4cc(C)ccc4n(CCCC)c3=O)[nH]n2)cc2cc(C)ccc21 | 103 | / | / | 99 | 112 | 116 | 107 | 100
Cc1ccc2nc(Cl)c(-c3nc4ccccc4[nH]3)cc2c1 | 104 | 99 | 96 | 91 | 104 | 74 | 99 | 74
